Screening data deposited in PubChem by several laboratories.
NPY2 pot ag: human NPY-Y2 potentiation or agonism, primary screen; P49146; cells expressing NPY-Y2, potentiator/agonist read-out; activation, % at 3.6 µM; 220,000 compounds, 0.45% hits; AID 1359; in the data active = activation above about 27%;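 note: cells stimulated with NPY near EC25 plus isoproterenol at EC100; 0% = vehicle plus submaximal agonist and 100% = vehicle plus saturating agonist; some results beyond the cut were filed as inactive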
Ba/F3 V617F tox: reduce viability of Ba/F3 cells dependent on JAK2V617F; Ba/F3 EpoR-JAK2V617F viability, ATP luminescence; inhibition, % at 5.6 µM; 220,000 compounds, 1.1% hits; AID 1446;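 active = inhibition above the campaign mean plus 3 SD over all tested compounds, cut at about 24% in these data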;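 note: cytokine-independent growth of Ba/F3 cells driven by EpoR plus mutant JAK2; 0% = DMSO-treated cells and 100% = JAK inhibitor I control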
eIF4E-4G inh: inhibitors of eIF4E and eIF4G interaction in translation initiation; TR-FRET eIF4E-eIF4GI(517-606) binding, 2 h; 220,000 compounds, 0.37% hits; AID 782; inhibition, % at 21.7 µM;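 active = inhibition above about 30%, limit read from the data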;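 note: 0% = full FRET control wells and 100% = background wells lacking eIF4GI fragment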
Wee1 stabilizer: blocks degradation of human Wee1 kinase; P30291; HeLa Luc-Wee1K328M stability, luciferase luminescence; 100% = proteasome inhibitor MG132 effect; reporter increase, % at 5 µM; 220,000 compounds, 1.2% hits;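 active = activation above the mean of all tested compounds plus 3 SD, set per screening run, cut at about 8.8% in these data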;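 note: cells exposed to compound for 20 h before luminescence read; 0% = DMSO alone and 100% = MG132 at 30 µM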
Target sequence (P30291 whole entry K328M): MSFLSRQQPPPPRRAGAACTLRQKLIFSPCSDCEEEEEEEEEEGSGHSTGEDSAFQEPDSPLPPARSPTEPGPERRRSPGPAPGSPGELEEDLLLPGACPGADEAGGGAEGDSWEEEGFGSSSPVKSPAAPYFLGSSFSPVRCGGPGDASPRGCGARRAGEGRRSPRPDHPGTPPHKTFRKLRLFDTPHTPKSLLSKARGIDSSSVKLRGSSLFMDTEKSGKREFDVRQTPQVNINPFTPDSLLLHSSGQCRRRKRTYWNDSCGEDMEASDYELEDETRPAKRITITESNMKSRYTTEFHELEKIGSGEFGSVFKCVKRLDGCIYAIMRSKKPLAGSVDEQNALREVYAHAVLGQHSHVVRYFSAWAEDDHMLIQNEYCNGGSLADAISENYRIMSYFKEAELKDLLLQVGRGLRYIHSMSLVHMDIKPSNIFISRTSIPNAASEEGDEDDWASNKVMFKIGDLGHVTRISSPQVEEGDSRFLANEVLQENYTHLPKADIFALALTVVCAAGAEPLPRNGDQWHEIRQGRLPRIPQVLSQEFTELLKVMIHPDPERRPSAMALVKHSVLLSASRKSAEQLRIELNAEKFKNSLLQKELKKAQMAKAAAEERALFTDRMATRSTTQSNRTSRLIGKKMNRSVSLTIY
BaF3 tox: parental Ba/F3 viability inhibition as JAK2V617F counter-screen; CellTiter-Glo ATP luminescence; inhibition, % at 5.6 µM; 220,000 compounds, 1.1% hits;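 active = inhibition above a per-campaign cutoff, the mean inhibition of all tested compounds plus 3 SD, cut at about 27% in these data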;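 note: 0% = DMSO wells and 100% = JAK Inhibitor I control wells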
Mdm2 ligase inh: Mdm2 E3 ligase (human) inhibition; cell-based MDM2 ubiquitination luciferase reporter, 2 h; 0 = plate control, 100 = twice control, blank-subtracted; signal enhancement, % at 5 µM; 210,000 compounds, 0.11% hits; AID 1230;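 active = signal enhancement of 30% or more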;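 note: luminescence tracks abundance of the self-degrading MDM2-luciferase fusion protein; higher signal means inhibition of MDM2 E3 ligase activity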
Target sequence (Q00987 whole entry, looked up, the tested form may be a part): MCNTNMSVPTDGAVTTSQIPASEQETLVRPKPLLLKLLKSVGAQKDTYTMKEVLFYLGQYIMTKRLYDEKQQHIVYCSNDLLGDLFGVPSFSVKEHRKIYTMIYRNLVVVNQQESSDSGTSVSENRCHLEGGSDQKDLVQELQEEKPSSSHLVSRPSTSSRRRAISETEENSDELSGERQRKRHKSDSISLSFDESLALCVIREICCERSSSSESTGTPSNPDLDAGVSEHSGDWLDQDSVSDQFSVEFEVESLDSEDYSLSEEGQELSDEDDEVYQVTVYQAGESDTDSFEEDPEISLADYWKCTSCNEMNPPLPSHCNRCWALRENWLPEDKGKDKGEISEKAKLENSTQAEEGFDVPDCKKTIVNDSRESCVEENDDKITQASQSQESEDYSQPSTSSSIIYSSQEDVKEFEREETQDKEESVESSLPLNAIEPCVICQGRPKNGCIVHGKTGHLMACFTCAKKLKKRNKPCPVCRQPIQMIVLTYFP
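System: stable MDM2–luciferase fusion reporter cells / Input: 2000 cells seeded into each well / Schedule: 4 h settle plus 2 h compound, 37 °C / Compound: single-point 5 µM / Buffer or medium: cells held in DMEM / Benchmarks: control and blank well means / Evaluation: percent signal gain over controls, blank-subtracted / Measured by: luciferase luminescence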
PERK inhibitor: human PERK inhibition, primary cell-based screen; CHO PERK-DD fusion, SEAP luminescence translation reporter; inhibition, % at 5.6 µM; 220,000 compounds, 0.17% hits; AID 1416;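 active = inhibition above the mean inhibition of all tested compounds plus 3 SD, set separately per screening campaign, cut at about 2.9% in these data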;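 note: PERK kinase domain activated by AP20187 dimerizer at 100 nM; 0% = DMSO with dimerizer and 100% = rapamycin at 8.4 µM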
S1P4 agonist: activates the human S1P4 receptor. activation, % at 4.98 µM. AID 1509. 220,000 compounds, 0.35% hits. S1P4-expressing cell line, agonist reporter assay. O95977; in the data active = activation above about 11%;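 note: 0% = DMSO vehicle and 100% = reference agonist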
S1P4 antagonist: blocks the human S1P4 receptor; AID 1510; inhibition, % at 4.98 µM; 220,000 compounds, 0.26% hits; O95977; S1P4-expressing cells, antagonist mode, reporter read-out; in the data active = inhibition above about 29%;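 note: 0% = wells stimulated with agonist and 100% = vehicle wells without agonist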
Starred values were filed as active, the others as inactive; x = no result given; [ ] = dose if it differs, or a comment.

SMILES	NPY2 pot ag	Ba/F3 V617F tox	eIF4E-4G inh	Wee1 stabilizer	BaF3 tox	Mdm2 ligase inh	PERK inhibitor	S1P4 agonist	S1P4 antagonist
O=C(O)CC(NC(=O)C1CCCCC1)c1ccc(OC2CCCC2)cc1 (centres undefined)	-3	2	-2	-3	4	5	0.4	-0.1	-8
Cc1cc(C)nc(N2CCCC(C(=O)NCCc3ccccc3F)C2)n1 (centres undefined)	4	-2	1	-1	-2	4	0.2	2.7	-12
CC1=NN(c2ccc(C(=O)OC(C)C)cc2)C(=O)/C1=C\C=C\c1ccco1	7	3	0[fluorescence artefact?]	0	1	x	0.3	-3.3	-5
CN(C)CCCNC(=O)c1cc(Br)ccc1Cl	-15	-1	-14[fluorescence artefact?]	0	1	-4	1.4	-0.9	11
Cc1cc(S(=O)(=O)N2CCCC(C(=O)Nc3ccc(C(=O)O)cc3)C2)ccc1Cl (centres undefined)	-4	-5	-1	-3	-1	-5	-0.2	0.1	-11
COC(=O)c1ccccc1NC(=O)c1sc(N)nc1C	-2	-2	-3	0	8	11	1.1	-1.8	-10
CCS(=O)(=O)Nc1ccc(C(=O)OC)cc1	-6	-2	2	-2	3	-17	1.1	-0.6	-12
COc1ccc(NC(=O)CCN2CCCCCC2)cc1	4	0	2[fluorescence artefact?]	1	3	-5	-0.1	-0.6	5
COC(=O)Cn1c(CN2CCC(Cc3ccccc3)CC2)nc2c1c(=O)n(C)c(=O)n2C	-19	5	1[fluorescence artefact?]	-1	8	-17	0.5	1.3	7
COc1ccc2c(c1)C(NC(C)=O)C(=O)N2C (centres undefined)	-9	2	-1	7	3	-13	-0.2	-0.7	-14
Cc1nn(-c2ccccc2)c(C)c1C(=O)OCC(=O)N1CCN(S(=O)(=O)c2ccccc2)CC1	-6	-3	-7	2	1	-19	1.5	1.0	0
Cc1ncc(CO)c(/C=N/NC(=O)c2ccc(Br)cc2)c1O	-1	0	-2[fluorescence artefact?]	2	4	-6	0.0	1.8	2
CCOC(=O)C(c1ccccc1)C(Nc1ccc(Cl)c(Cl)c1)c1ccccn1 (centres undefined)	1	-3	-3	0	-3	-8	1.6	-0.3	-9
COc1ccc(OC)c(/C=N/NC(=O)C(=O)N2CCCC2)c1	-6	1	-5	3	1	-2	0.3	1.3	-5
Cc1cccc(N(C(=O)c2ccc(CN3CCOCC3)o2)C(C(=O)NC(C)(C)C)c2ccc(F)cc2)c1 (centres undefined)	-16	0	1	-1	-2	-4	-1.5	0.9	-7
CCCCOC(=O)c1ccc(S(N)(=O)=O)o1	-5	0	17[fluorescence artefact?]	2	7	-1	0.6	0.9	-12
Cc1ccc(Cl)cc1-n1c(=O)cc(N2CCN(C(=O)c3ccco3)CC2)[nH]c1=O	5	-4	-1	14*	0	-11	1.0	0.8	-4
Cc1ccccc1Cn1cnc2c(nnn2Cc2ccc(F)cc2)c1=O	6	-3	1[fluorescence artefact?]	0	-1	0	0.8	-0.7	-7
CCCC(c1nnnn1C(C)(C)CC)N(Cc1ccco1)Cc1cc2ccc(OC)cc2[nH]c1=O (centres undefined)	2	2	-4	0	2	5	-0.2	-1.9	-4
COc1nc(N)nc(NC23CC4CC(CC(C4)C2)C3)n1	10	-2	5	-1	3	1	1.1	-1.5	3

The list goes on; it opens with the 3 that closed the last part.
SMILES	NPY2 pot ag	Ba/F3 V617F tox	eIF4E-4G inh	Wee1 stabilizer	BaF3 tox	Mdm2 ligase inh	PERK inhibitor	S1P4 agonist	S1P4 antagonist
Cc1ccccc1Cn1cnc2c(nnn2Cc2ccc(F)cc2)c1=O	6	-3	1[fluorescence artefact?]	0	-1	0	0.8	-0.7	-7
CCCC(c1nnnn1C(C)(C)CC)N(Cc1ccco1)Cc1cc2ccc(OC)cc2[nH]c1=O (centres undefined)	2	2	-4	0	2	5	-0.2	-1.9	-4
COc1nc(N)nc(NC23CC4CC(CC(C4)C2)C3)n1	10	-2	5	-1	3	1	1.1	-1.5	3
O=C(Nc1ccc2c(c1)OCCO2)C1CCN(C(=O)c2ccc([N+](=O)[O-])cc2)CC1	-10	0	-1	4	0	-3	1.1	0.5	-5
CCN(/C=N/c1sc2c(c1C#N)CC(C)(C)NC2(C)C)CC	-6	-4	1	-1	1	-4	-0.7	-2.4	9
CCNC(=O)c1sccc1-n1cccc1	-5	-3	3[fluorescence artefact?]	-1	3	-7	2.2	2.7	-25
O=C(CCc1nnc(CCC2CCCCC2)o1)NCc1ccon1	16	-3	-1	1	-2	-7	0.1	-0.3	-1
CCO[C@H]1OC(C(=O)NC2CC2)=C[C@@H](c2ccc3c(c2)OCO3)[C@@H]1CCCO	7	3	1	1	4	x	-0.1	-2.3	9
O=C(NCc1ccccn1)c1ccc(Cl)cc1Cl	-1	0	3[fluorescence artefact?]	0	4	-6	-0.3	1.2	-20
O=C(c1cccs1)N(C(=O)c1cccs1)c1ccccn1	9	-4	-2	2	2	-18	1.1	-2.1	0
Cc1oc(-c2cccc3ccccc23)nc1CN1CCN(c2ncnc3ccccc23)CC1	5	-3	0	0	1	-7	-1.3	1.5	-9
Cc1c(C#N)c(=O)c(-[n+]2ccccc2)c([S-])n1-c1ccc(Cl)cc1	-11	1	-12	-2	0	x	0.3	8.0	8
COc1ccc(OC)c(NC(=O)Cc2nn(C)c(=O)c3ccccc23)c1	-7	-1	-4	6	5	-20	-1.6	3.6	2
CCOC(=O)N1CCN(C(=O)CSc2ccc(Cl)cc2)CC1	4	0	2	-2	6	3	0.3	0.9	-2
Cc1c(C(=O)N2CCN(c3cccc(Cl)c3)CC2)cccc1[N+](=O)[O-]	1	-2	-2	-2	4	-6	0.2	1.3	7
O=C(Nc1ccccc1-c1ccccc1)C(c1ccccc1)c1ccccc1	-3	3	-9[fluorescence artefact?]	-3	7	-3	0.6	-0.5	-16
CSc1nc(Cl)cc(N2CCOCC2)n1	-9	2	0	2	8	19	0.2	7.5	2
CCc1nnc(NS(=O)(=O)c2ccc(NC(=S)NC(=O)/C=C/c3ccc([N+](=O)[O-])cc3)cc2)s1	-9	-2	-10	-1	3	-5	1.3	0.7	0
COc1ccccc1N1CCN(S(=O)(=O)c2ccccc2)CC1	0	4	-4	5	7	2	0.3	0.5	-4
CCCn1c(SCC(N)=O)nc2c(c1=O)C1(CCCC1)Cc1ccccc1-2	-4	4	1	2	1	-8	0.3	-1.0	-9
CCOC(=O)CSc1nnc(-c2ccccc2)o1	-23	-2	2[fluorescence artefact?]	1	-2	1	1.4	1.9	5
FC(F)(F)c1ccc(N2CCN(Cc3ccc4c(c3)OCO4)CC2)nc1	-4	2	-1	-2	4	2	0.3	1.9	-7
COc1ccc(OC)c(C2=Nn3c(nnc3-c3ccco3)SC2)c1	5	0	3	0	0	22	-0.6	-0.6	11
CC(C)(C)NC(=S)NNC(=O)c1ccncc1	4	1	-5	3	2	2	0.1	2.6	-3
O=C(NCC1CCCO1)C(c1cccs1)N(Cc1ccccc1)C(=O)c1ccc(-c2ccccc2)[nH]1 (centres undefined)	-10	5	3[fluorescence artefact?]	1	5	0	-1.6	-0.6	-15
CCCCn1nnnc1SCC(=O)NCc1ccco1	-3	2	1	3	2	2	0.8	-2.2	4
CCCc1cc(C(=O)Nc2cnn(Cc3ccc(F)cc3)c2)no1	7	-1	-2	1	2	-5	-1.9	0.9	3
COCCCNC(=S)NNC(=O)c1ccccn1	-6	1	-2	1	5	-77	0.6	1.0	-27
CCc1ccc(CCC(=O)Nc2nnc(C)s2)o1	-3	0	-1[fluorescence artefact?]	1	3	8	0.2	0.8	-10
CCOC(=O)c1cc(NC(=O)N(CC)CC)c(C)nc1C	-1	1	5	0	3	-8	0.4	1.6	-2
Cc1ccc(CNC(=O)c2cc3c(-c4ccc(Cl)cc4)nn(C)c3s2)o1	-26	2	-5	9.6*	6	-22	-1.5	-1.2	12
Cc1ccc(-c2nnc(SCC(=O)Nc3nccs3)n2N)cc1	9	-5	-1	0	0	-7	0.2	-1.7	0
CN(C)CCCOC(=O)c1ccccc1	-2	0	2[fluorescence artefact?]	1	4	-12	1.0	1.6	-22
CN(C(=O)c1ccccn1)c1nnc(-c2ccccn2)s1	13	1	-2	3	-1	-21	-0.4	0.6	-5
O=C(Cn1cnc2c(cnn2-c2ccc(Cl)cc2)c1=O)NC1CCCCC1	10	3	5[fluorescence artefact?]	-2	2	-17	0.5	0.8	-6
CCN1CCN(C(=O)N2CCOCC2)CC1	6	-4	1	5	-1	-2	-0.9	-0.6	-11
COc1cccc(NC(=O)NCCC2=CCCCC2)c1	8	-1	-1	2	6	-3	1.4	0.1	-6
O=C(NCc1ccco1)c1ccccc1NS(=O)(=O)c1ccc2c(c1)OCCO2	6	0	9[fluorescence artefact?]	0	3	-8	0.7	0.2	-16
CCNc1nc(NCC)nc(NC(N)=S)n1	-8	-1	0	-3	-1	-3	-0.2	0.3	-10
COc1ccc2[nH]c(=S)[nH]c2c1	-16	0	-9	3	3	1	1.1	1.8	-7
COc1cc(OC)c(C2C(C(=O)O)c3ccccc3C(=O)N2C)cc1OC (centres undefined)	-11	3	1	6	4	4	0.9	2.2	6
CC(=O)Nc1ccc(SCC(=O)N(CCC#N)c2ccc(C)cc2)cc1	16	0	6	5	3	-24	0.5	-1.1	11
COc1ccc(C(=O)c2ccc(CC(=O)O)s2)cc1	6	1	1	2	3	5	0.9	1.1	15
CCN(CC)C(=O)Oc1ccc(Br)cc1C(=O)Nc1ccc(F)c(Cl)c1	-19	0	-1	1	2	-8	0.2	-1.2	7
COC(=O)c1ccncc1N	-5	2	-7	1	5	-17	0.9	-0.2	17
COc1cccc(C2CC(C(F)(F)F)n3nc(C(=O)Nc4c(C)n(C)n(-c5ccccc5)c4=O)cc3N2)c1 (centres undefined)	9	1	-3	4	4	-12	1.5	0.0	3
COc1cc(S(=O)(=O)N2CCCCC2)ccc1NC(=O)c1ccc(F)cc1	-3	-1	3	-2	2	-15	-0.1	-0.8	-14
COc1ccc(C2c3ccc(O)cc3Oc3ncn4nc(-c5ccncc5)nc4c32)cc1OC (centres undefined)	-30	-2	2	-1	-3	1	0.9	0.0	-5
Cc1cc(/C=C2/NC(=O)NC2=O)c(C)n1-c1cccnc1	13	1	3[fluorescence artefact?]	-2	1	-13	0.6	-1.0	-5
CCN(CC)S(=O)(=O)c1cc(C(=O)Nc2cccnc2Cl)ccc1Cl	1	2	2	-1	3	-11	-0.3	-0.7	-17
O=C(Nc1ccc(F)cc1)C1CCN(S(=O)(=O)c2cccs2)CC1	6	3	-2	-1	9	-51	0.2	1.2	-8
Cc1ccc(NC(=O)CSc2nnnn2-c2ccc3c(c2)OCO3)cc1C	-1	6	5	-1	5	-11	-0.1	-0.4	-8
CC(C)c1ccc(NC(=O)COc2ccccn2)cc1	-12	6	4	1	10	-93	0.3	0.4	-4

Continuation.
SMILES	NPY2 pot ag	Ba/F3 V617F tox	eIF4E-4G inh	Wee1 stabilizer	BaF3 tox	Mdm2 ligase inh	PERK inhibitor	S1P4 agonist	S1P4 antagonist
CCCc1nc2ccccc2c(=O)n1NC(=O)c1c(O)c2ccccc2n(C)c1=O	-6	-1	-2	-4	6	6	0.8	0.5	-6
CC(C)NC(=O)COC(=O)c1cc(F)c(F)cc1Cl	1	5	2	3	-4	9	0.8	0.5	-2
O=S(=O)(c1cc(Cl)ccc1Br)N1CCOCC1	-6	-2	-23	0	4	-1	1.0	1.1	-11
Cc1ccccc1S(=O)(=O)Nc1nc2ccccc2nc1NCCO	-2	-3	6	-1	3	-16	-0.2	-2.6	0
